Bioassay records: PubChem BioAssay, National Center for Advancing Translational Sciences (NCATS)
HCV inhibitor: qHTS Assay for Inhibitors of Hepatitis C Virus (HCV); Potency, µM (series often up to 41.8 µM), for the others: at the top dose activity change, negative = inhibition, most hits filed as inhibitors; 340,000 compounds, 3.4% hits; Huh7.5.1 HCVcc-Cre infection, luciferase reporter, 44 h; AID 651820, 2012; also: potency is read from the fitted curve at half-maximal effect; % is scaled to controls: 0 for no effect and ±100 for the full control effect
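Infectious HCVcc-Cre (~0.5 moi) was added to cells just after compound, with cells seeded 4 h earlier at 1,000 per well. Luciferase activity after 44 h culture reported infection; substrate was incubated 15 min at room temperature before reading.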
CHX counter: Cycloheximide Counterscreen for Small Molecule Inhibitors of Shiga Toxin. 300,000 compounds, 12% hits. cell reporter, cycloheximide protein synthesis inhibition counterscreen. max response, %; in the data active = max response mostly above about 13%, no sharp cut-off; inactive = mostly below about 14%; also: read at 38.3 µM for the half of the compounds with a filed dose; 0% is about no effect
Pf growth 96h: Primary qHTS for delayed death inhibitors of the malarial parasite plastid, 96 hour incubation | P. falciparum luciferase reporter growth, 96 h | Potency, µM (doses to about 28.7 µM), inactives show at the top dose activity change, negative = inhibition, most hits filed as inhibitors | 320,000 compounds, 6.9% hits; also: potency is read from the fitted curve at half-maximal effect; % is scaled to controls: 0 for no effect and ±100 for the full control effect
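P. falciparum expressing integrated firefly luciferase grown in erythrocytes (2% hematocrit, 0.05% parasitemia final) with compounds for 96 hours at 37 C, 5% CO2. Growth inhibition read as loss of luminescence after adding luciferase detection reagent.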
Giardia FBPA inh: qHTS Assay for Inhibitors of Fructose-1,6-bisphosphate Aldolase from Giardia Lamblia; Potency, µM (series often up to 59.6 µM), for the others: at the highest dose activity, negative = inhibition, actives largely listed as inhibitors; 290,000 compounds, 0.71% hits; purified Giardia FBPA; AID 2451, 2010; also: potency is read from the fitted curve at half-maximal effect; % is scaled to controls: 0 for no effect and ±100 for the full control effect; nearly all actives have a fitted effect of over 55% in size
Target sequence (A8B2U2 whole entry, looked up): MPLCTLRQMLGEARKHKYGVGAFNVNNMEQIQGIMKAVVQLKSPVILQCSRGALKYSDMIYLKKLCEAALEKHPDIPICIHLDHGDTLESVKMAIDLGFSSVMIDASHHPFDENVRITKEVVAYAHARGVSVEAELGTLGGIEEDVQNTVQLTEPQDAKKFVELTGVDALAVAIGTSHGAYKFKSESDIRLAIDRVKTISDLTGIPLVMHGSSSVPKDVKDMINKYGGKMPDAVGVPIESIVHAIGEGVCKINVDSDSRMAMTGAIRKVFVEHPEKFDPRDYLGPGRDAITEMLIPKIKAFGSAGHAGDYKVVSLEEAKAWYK
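40 nM FBPA preincubated 10 min at RT with compound (up to 57.5 uM final), then substrate plus GAPDH/TPI/NAD/arsenate coupling and diaphorase/resazurin added. Fluorescence read after 20 min at RT, 525/598 nm.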
Pf growth 48h: Primary qHTS for delayed death inhibitors of the malarial parasite plastid, 48 hour incubation. P. falciparum luciferase growth in erythrocytes, 48 h. Potency, µM (highest dose often 28.7 µM), without a hit: at the top dose activity change, negative = inhibition, hits mostly inhibitors. 310,000 compounds, 5.9% hits; also: potency is read from the fitted curve at half-maximal effect; % is scaled to controls: 0 for no effect and ±100 for the full control effect
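Growth was read as firefly luciferase luminescence after a 48 h, 37 C, 5% CO2 exposure of compounds to reporter-bearing P. falciparum cultures (0.1% parasitemia, 2% hematocrit final) in Albumax-supplemented RPMI 1640.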
Shiga inhibitor: A qHTS for Small Molecule Inhibitors of Shiga Toxin; Vero cells, Shiga toxin protein synthesis inhibition reporter; inhibition, % at 38.7 µM; AID 2315, 2010; 290,000 compounds, 9.2% hits; in the data active = inhibition mostly above about 28%, no sharp cut-off; inactive = mostly below about 43%; also: 0% is about no effect
The depositor's hits bear a star; ? = inconclusive; · = no result given; [ ] = another dose, or the depositor's remark. Unless noted, calls follow the shape of the dose curve; as a rule, active = well fitted curve in the direction sought with a large enough effect; inconclusive = small, poorly fitted or top-dose-only effect, or another doubt; inactive = no such curve, though single readings can be large; an effect the other way counts as inactive or inconclusive.

SMILES	HCV inhibitor	CHX counter	Pf growth 96h	Giardia FBPA inh	Pf growth 48h	Shiga inhibitor
NC1=NC2(CCCC2)n2c(nc3ccccc32)N1	9%	-1	18%	-1%	0%[5.75 µM]	9
O=C(/C=C/c1ccccc1[N+](=O)[O-])NCCCn1ccnc1	30%	-3	0%	2%	6%	6
CC(=O)c1c(C)[nH]c(C(=O)OCC(=O)N2CC(=O)Nc3ccccc32)c1C	4%	0	-19%	-1%	6%	1
S=c1[nH]nc(-c2ccco2)n1/N=C/C=C/c1ccco1	13%	-4	0%	-17%	2%	-3
O=C(Nc1ccc2c(c1)OCO2)c1noc2c1CCCC2	-3%	33*	48%[activator]	-22%	202%[activator]	53*
Cc1nn(C)c(C)c1Sc1ccc(Br)cc1	-22%	-4	?	-22%	51%[activator]	-9
NC(=O)c1cccc2cc3ccccc3cc12	11µM*	8	?	-2%	21%	3
Cc1ccc(NC(=O)CNC(=O)c2ccc3c(c2)OCO3)nc1	-7%	13	14%	10%	16%	20
O=C1OCCN1C(=O)[C@H]1[C@H](c2ccc(F)cc2)C(c2ccccc2)=NN1c1ccc(Br)cc1	13%	5	·	-6%	·	-4
Cc1cccc(OCCSc2nnc(-c3ccoc3C)n2C)c1	-13%	5	12µM*	8%	-3%	35
N#Cc1c(N)n[nH]c1-c1cc2c([nH]1)CCCC2	-10%	11	13%	-13%	0%	-1
COc1ccc(C(C)=O)cc1COC(=O)c1c(C)noc1C	10µM*	-4	-25%	0%	·	-27
COc1ccc(-c2nc(CS(=O)CC(=O)NCCC3=CCCCC3)c(C)o2)cc1 (stereo not drawn)	-24%	31*	?	-2%	·	81
Cc1[nH]c(C)c(S(=O)(=O)NCC(C)c2ccccc2)c1C(=O)N1CCCCC1 (stereo not drawn)	18%	-8	?	·	-13%	5
O=C(/C=C/c1cccs1)N1CCOCC1	28%	0	35%[activator]	12%	14%	26
COc1ccc(NC(=O)CS(=O)(=O)Cc2nc(-c3ccc(C)cc3)oc2C)cc1	-13%	-1	-26%	-15%	42%[activator]	-1
CC(C)OC(=O)C(C)Nc1ccc(F)c(Cl)c1 (stereo not drawn)	14%	-3	26%	-4%	1%	31
Cc1ccc(S(=O)(=O)N(C)c2ccc(C(=O)N3CCN(Cc4ccc5c(c4)OCO5)CC3)cc2)cc1	4.5µM*	-2	?	0%	·	8
COc1ccc(C2=CC(=O)C[C@H](c3ccc(Cl)cc3)C2)cc1	?	·	?	·	?	·
O=C(O)c1ccccc1-c1c2cc(Br)c(=O)c(Br)c-2oc2c(Br)c(O)c(Br)cc12	·	1	?	?	-11%	24

Whole records from above. Values in the order: HCV inhibitor, CHX counter, Pf growth 96h, Giardia FBPA inh, Pf growth 48h, Shiga inhibitor
Cc1ccc(S(=O)(=O)N(C)c2ccc(C(=O)N3CCN(Cc4ccc5c(c4)OCO5)CC3)cc2)cc1 is entered as 4.5µM*, -2, ?, 0%, ·, 8
Cc1nn(C)c(C)c1Sc1ccc(Br)cc1 is entered as -22%, -4, ?, -22%, 51%[activator], -9

(cont.)
SMILES	HCV inhibitor	CHX counter	Pf growth 96h	Giardia FBPA inh	Pf growth 48h	Shiga inhibitor
O=C(CCn1c(=O)[nH]c2ccsc2c1=O)N1CCN(c2cccc(Cl)c2)CC1	-13%	1	13%	4%	?	-5
Cc1ccc(CNC(=O)CCS(=O)(=O)c2ccc(Cl)cc2)cc1	16%	0	13%	-3%	-13%	-14
O=C(O)c1ccc(/C=N/N2CCN(c3ccccc3)CC2)cc1	16%	34*	207%[activator]	2%	31%	88*
COc1ccc(/C=C/C(=O)N(Cc2cccs2)C2CCS(=O)(=O)C2)cc1 (stereo not drawn)	?	-3	?	-2%	-20%	-11
Cn1c(SCC(O)c2ccccc2)nnc1-c1ccc2ccccc2c1 (stereo not drawn)	-6%	3	?	2%	0%	-3
Cc1onc(-c2c(Cl)cccc2Cl)c1C(=O)NNC(=O)c1c(-c2c(Cl)cccc2Cl)noc1C	-9%	-3	8.3µM*	-2%	8.3µM*	1
COc1cc(=O)[nH]c(SC(C)C(=O)Nc2nc3c(s2)CCCC3)n1 (stereo not drawn)	5%	1	27%	-15%	1%	6
O=C(Cn1cnc2c(cnn2-c2ccccc2)c1=O)N1CCN(c2ccc(F)cc2)CC1	0%	-7	-20%	1%	-3%	-15
Cn1c(/C=N/NC(=O)c2ccccc2)nc2ccccc21	-14%	31*	?	-14%	?	75*
CCOC(=O)/C(C#N)=C(C)/C=C1\Sc2ccccc2N1CC	?	13	-10%	0%	5%	-6
COc1ccc(-c2nnc3ccc(SCC(=O)N4CCCCC4)nn23)cc1OC	14%	-2	-1%	6%	-3%	-7
Cc1cc(C)c(NC(=O)CSc2nnc(SCC(=O)Nc3c(C)cc(C)cc3C)n2N)c(C)c1	8%	2	-29%	9%	·	-13
COc1ccc(CC(=O)NCc2n[nH]c(=S)n2-c2ccc(Br)cc2)cc1	-5%	-3	?	1%	-15%	17
COc1ccc(CC(=O)Oc2ccccc2C)cc1S(=O)(=O)N1CCOCC1	17%	·	18%	·	2%	·
Cc1cccc(NC(=O)CCc2ccc(S(=O)(=O)NC3CCCCC3)cc2)c1	-6%	-1	·	4%	0%	-5
COc1ccc(C(=O)/C=C/Nc2cc(C)ccn2)cc1	-2%	29*	-50%	-8%	82%[activator]	38
Cc1cccc(C)c1N=C1SC(CC(=O)Nc2c(C)cccc2C)C(=O)N1CCc1ccccn1 (stereo not drawn)	4%	-2	9.3µM*	0%	9.3µM*	-8
CC(=O)c1ccc(N2CCN(C(=O)CCN3C(=S)NC(C)(C)CC3C)CC2)cc1 (stereo not drawn)	-4%	6	-5%	-1%	?	49
CCOC(=O)C1C(=O)C=C(c2ccc(Br)cc2)CC1c1ccco1 (stereo not drawn)	-19%	2	-18%	4%	-16%	14
O=S(=O)(c1ccccc1)N1CCN(c2nc(-c3cccnc3)nc3ccccc23)CC1	?	·	8.3µM*	·	?	·
CCCOc1ccc(C(=O)OCC(=O)c2c(N)n(C)c(=O)n(C)c2=O)cc1OCC	1%	2	40%[activator]	0%	-3%	-5
CCc1ccc(NS(=O)(=O)c2c(C(=O)N3CCOCC3)c(C)n(C)c2C)cc1	21%	3	40%[activator]	-3%	19%	14
O=C(O)c1ccc(/C=C/c2ccc3cccc(O)c3n2)cc1	13%	41*	1%	18µM*	179%[activator]	82*
COc1ccc(C)cc1Nc1nc(N)c2cc(OC)c(OC)cc2n1	?	5	2%	-13%	1µM*	4
CCOCCCNC(=O)c1cc(Sc2ccc(F)cc2)nc2ccccc12	5%	-1	13µM*	0%	17%	-3
O=C1CN(C(=O)COC(=O)COc2ccc3c(c2)CCC3)c2ccccc2N1	17%	-3	?	0%	16%	9
CCN1C(=O)c2n[nH]c(C(=O)OC)c2C1=O	?	6	10µM*	20%	?	5
CCN1CCN(C2=NC(=O)/C(=C/c3ccc(C)o3)S2)CC1	15%	25	13µM*	?	-2%	4
Cc1[nH]c2ccccc2c1C1(O)C(=O)N(C(C)C)c2ccccc21 (stereo not drawn)	4%	7	-8%	?	·	3
O=C(CSc1nc(-c2ccccc2)nc2c1Cc1ccccc1O2)Nc1ccccc1	·	-3	10%	0%	·	15
Cc1c(OCC(=O)OC(C)C)ccc2c3c(c(=O)oc12)CCC3	6%	2	12%	1%	24%	-15
CCS(=O)(=O)c1ccc2c(c1)N(S(C)(=O)=O)CC(C(=O)NC1CC1)O2 (stereo not drawn)	-3%	-3	19%	5%	10%	-17
Cc1cc(C)c(C(=O)c2ccc(C(=O)NC(C)(C)C)cc2)c(C)c1	?	-1	3.3µM*	9%	·	-10
O=C1NC(=O)N(c2ccc3c(c2)OCO3)C(=O)/C1=C\c1ccc(-c2ccccc2C(=O)O)o1	7%	0	21%	-3%	31%[activator]	-4
CCOC(=O)N1CCc2c(sc3c2c(=O)n(Cc2ccccc2)c(=O)n3Cc2cccc(C)c2)C1	-6%	-2	-27%	-1%	?	-13
COc1cc(NC(=O)C2CCCN(S(=O)(=O)c3cnc[nH]3)C2)cc(OC)c1 (stereo not drawn)	-5%	-4	-12%	-1%	·	-10
CCC(CC)NC(=O)CSc1nnc(-c2ccc(OC)cc2)n1C(C)C	13%	-2	-25%	-1%	-10%	-22
N#Cc1ccc(NC(=O)c2nc(-c3ccccc3)n(-c3ccccc3)n2)cc1	-28%	4	-53%	11%	·	1
CCN(C(=O)COC(=O)c1ccc(OC)c(S(=O)(=O)N2CCCc3ccccc32)c1)C1CCS(=O)(=O)C1 (stereo not drawn)	1%	-2	-14%	1%	-4%	-16
CCN1/C(=C2/SC(=S)N(NC(C)=O)C2=O)Sc2ccc(Cl)cc21	-8%	-2	-39%	-10%	-1%	·
O=C(Cn1cnc2scc(-c3ccc(Cl)cc3)c2c1=O)N1CCOCC1	1%	-2	18%	1%	71%[activator]	-2
COc1ccc(OC)c2c1CCC1NCCOC21 (stereo not drawn)	-26%	-2	36%[activator]	?	37%[activator]	-8
NC(=S)Nc1cccc2cc3ccccc3cc12	?	43*	46%[activator]	-10%	39%[activator]	78*
COC(=O)c1scc(S(=O)(=O)c2ccccc2)c1N	0%	-4	-50%	0%	-7%	-4
O=C(OCc1cn(-c2ccc(Cl)c(Cl)c2)nn1)c1ccccc1Cl	14%	1	3%	3%	-10%	34
Cc1ccc(C)c(SCC(=O)Nc2nnc(-c3ccccc3)o2)c1	-8%	0	-3%	3%	5%	-8
CC(=O)N1C(C(=O)O)Cc2c([nH]c3ccccc23)C1(C)C (stereo not drawn)	1%	5	-6%	7%	?	-8
CC/C=C(\NC(C)=O)c1ccccc1	1%	·	-9%	·	16%	·
CC(=O)NC(C)c1nc2ccccc2n1CC(=O)NC(C)CCc1ccccc1 (stereo not drawn)	-1%	-3	?	4%	-6%	17
CC(=O)NNc1cc(=O)c2c(=O)n(C)c(=O)n(C)c2[nH]1	-15%	-5	60%[activator]	-6%	2%	-24

Sorted by heavy-atom count (ascending): part of the list above
SMILES	HCV inhibitor	CHX counter	Pf growth 96h	Giardia FBPA inh	Pf growth 48h	Shiga inhibitor
CC(C)OC(=O)C(C)Nc1ccc(F)c(Cl)c1 (stereo not drawn)	14%	-3	26%	-4%	1%	31
NC(=S)Nc1cccc2cc3ccccc3cc12	?	43*	46%[activator]	-10%	39%[activator]	78*
O=C(Nc1ccc2c(c1)OCO2)c1noc2c1CCCC2	-3%	33*	48%[activator]	-22%	202%[activator]	53*
COc1ccc(C(C)=O)cc1COC(=O)c1c(C)noc1C	10µM*	-4	-25%	0%	·	-27
Cc1c(OCC(=O)OC(C)C)ccc2c3c(c(=O)oc12)CCC3	6%	2	12%	1%	24%	-15
COc1cc(=O)[nH]c(SC(C)C(=O)Nc2nc3c(s2)CCCC3)n1 (stereo not drawn)	5%	1	27%	-15%	1%	6
CCS(=O)(=O)c1ccc2c(c1)N(S(C)(=O)=O)CC(C(=O)NC1CC1)O2 (stereo not drawn)	-3%	-3	19%	5%	10%	-17
COc1ccc(CC(=O)NCc2n[nH]c(=S)n2-c2ccc(Br)cc2)cc1	-5%	-3	?	1%	-15%	17
COc1ccc(CC(=O)Oc2ccccc2C)cc1S(=O)(=O)N1CCOCC1	17%	·	18%	·	2%	·
O=C(O)c1ccccc1-c1c2cc(Br)c(=O)c(Br)c-2oc2c(Br)c(O)c(Br)cc12	·	1	?	?	-11%	24
CCCOc1ccc(C(=O)OCC(=O)c2c(N)n(C)c(=O)n(C)c2=O)cc1OCC	1%	2	40%[activator]	0%	-3%	-5
Cc1cc(C)c(NC(=O)CSc2nnc(SCC(=O)Nc3c(C)cc(C)cc3C)n2N)c(C)c1	8%	2	-29%	9%	·	-13
CCN(C(=O)COC(=O)c1ccc(OC)c(S(=O)(=O)N2CCCc3ccccc32)c1)C1CCS(=O)(=O)C1 (stereo not drawn)	1%	-2	-14%	1%	-4%	-16
